High-throughput results: PubChem, National Center for Advancing Translational Sciences (NCATS)
Vif-A3G inh: inhibitors of Vif-APOBEC3G interaction. hit rate 0.076% among 410,000. HeLa A3G-eYFP + Vif (tagged APOBEC3G with the HIV-1 protein that degrades it), YFP fluorescence, overnight. Potency, µM (highest dose often 46.1 µM), for inactives: at the highest dose activity, negative = active, usual class: inhibitors;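 also: potency is read from the fitted curve at half-maximal effect; % is scaled to controls: 0 for no effect and ±100 for the full control effect; nearly all actives have a fitted effect of over 60% in size; hits raise eYFP signal because A3G escapes Vif-driven loss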
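Read-out is eYFP fluorescence (Ex 488/Em 500-530) from Vif-expressing HeLa A3G-eYFP cells; more signal means A3G escaped Vif-mediated degradation. Cells plated overnight, compound pinned in, incubated overnight at 37 deg C.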
Vif-A3F inh: inhibitors of Vif-A3F interaction | HeLa A3F-eYFP + Vif (tagged APOBEC3F with the HIV-1 protein that degrades it), YFP fluorescence increase | Potency, µM (titrated, usually from 46.1 µM), inactives show top-dose activity, negative = active | hit rate 0.2% among 390,000; also: potency is read from the fitted curve at half-maximal effect; % of control where 0% means no effect; nearly all actives have a fitted effect of over 65% in size
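Fluorescence increase (Ex 488/Em 500-530) after overnight compound treatment at 37 deg C flags inhibition of Vif-driven A3F-eYFP loss in stable HeLa A3F-eYFP/Vif cells seeded overnight beforehand.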
GRP78 ERSR act: ER stress response induction in glioma | U87-MG GRP78 promoter luciferase reporter, 16 h | Potency, µM, for inactives: at the top dose activation, hits mostly activators | hit rate 0.02% among 420,000 | AID 602332; also: potency is read from the fitted curve at half-maximal effect; series mostly up to about 76 µM; % of control where 0% means no effect; nearly all actives have a fitted effect of over 35% in size
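Stably transfected U87-MG glioma cells carrying a GRP78-based luciferase sensor; 16 h compound incubation. Luminescence end-point read 10 min after Bright-Glo addition at room temperature.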
RXFP1 agonist: RXFP1 (human) receptor agonism; Q9HBX9; HEK293T-RXFP1 cAMP TR-FRET, 30 min; response scale: percent of porcine relaxin response, buffer zero; AID 2676; hit rate 0.3% among 370,000; Potency, µM (titrated, usually from 57.5 µM), without a hit: at the top dose activation, actives largely listed as activators; also: potency is read from the fitted curve at half-maximal effect; % is scaled to controls: 0 for no effect and ±100 for the full control effect; nearly all actives have a fitted effect of over 60% in size; many of its hits are not listed in these tables
Target sequence (Q9HBX9 whole entry, looked up): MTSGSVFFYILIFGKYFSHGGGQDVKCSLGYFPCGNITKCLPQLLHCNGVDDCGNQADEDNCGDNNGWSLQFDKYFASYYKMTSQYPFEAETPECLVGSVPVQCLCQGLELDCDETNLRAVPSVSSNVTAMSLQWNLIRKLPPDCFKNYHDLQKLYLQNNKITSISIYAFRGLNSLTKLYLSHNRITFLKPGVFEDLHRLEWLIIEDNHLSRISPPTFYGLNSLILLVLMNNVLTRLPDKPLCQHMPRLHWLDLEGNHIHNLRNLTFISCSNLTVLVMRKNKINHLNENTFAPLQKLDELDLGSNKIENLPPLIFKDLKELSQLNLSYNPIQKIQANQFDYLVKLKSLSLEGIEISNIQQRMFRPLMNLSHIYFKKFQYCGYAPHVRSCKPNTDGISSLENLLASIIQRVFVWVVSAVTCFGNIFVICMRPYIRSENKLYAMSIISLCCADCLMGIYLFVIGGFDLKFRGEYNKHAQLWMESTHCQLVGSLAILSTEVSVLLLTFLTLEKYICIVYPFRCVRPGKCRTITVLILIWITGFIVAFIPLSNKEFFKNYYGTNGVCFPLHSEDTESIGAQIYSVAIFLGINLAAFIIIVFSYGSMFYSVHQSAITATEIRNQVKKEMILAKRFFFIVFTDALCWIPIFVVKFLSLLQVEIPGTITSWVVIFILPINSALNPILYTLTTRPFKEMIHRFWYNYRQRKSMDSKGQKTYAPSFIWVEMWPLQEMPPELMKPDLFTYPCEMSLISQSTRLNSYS
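HEK293 cells stably expressing RXFP1, treated 30 min at 37C with compounds plus PDE4 inhibitor Ro 20174; cAMP measured by HTRF TR-FRET. Normalized to buffer and 29 nM porcine relaxin; EC50 by Hill fit.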
D1 antagonist: antagonists of human D1 dopamine receptor; P21728; HEK293 TREx D1 cells, calcium flux, dopamine EC80; stronger effect = lower value; activity change, negative = inhibition, % at 10 µM; hit rate 3.2% among 360,000; AID 504652; in the data active = activity change below about -30%; also: % is scaled to controls: 0 for no effect and ±100 for the full control effect
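Antagonism measured as reduced calcium response to an EC80 dopamine addition following 180 s compound pre-read; cells were inducible HEK293 Trex D1 plated overnight at 30 C, read kinetically at 1 cycle/sec.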
D2 PAM: positive allosteric modulators of human D2 dopamine receptor; HEK293 T-REx D2, calcium flux, EC20 dopamine potentiation; potentiation, % at 10 µM; hit rate 0.34% among 340,000;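 active = potentiation over 3 SD above the plate norm, cut at about 30% in these data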; also: 0% is about no effect
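Calcium flux readout, no-wash dye, 1 read/s. Inducible HEK293 Trex D2 line, overnight 30 C. Compound alone 180 s (agonist flags), then EC20 dopamine, another 180 s to score potentiation.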
D1 ag: agonists of human D1 dopamine receptor. P21728. HEK293 T-REx D1 cells, calcium flux, agonist mode. activation, % at 2 µM. hit rate 1% among 360,000. AID 504660; in the data active = activation above about 30%; also: 0% is about no effect
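Tetracycline-induced HEK293 TREx D1 cells, force-coupled to calcium signalling, were dye-loaded with a no-wash calcium kit. Compound was pin-added after a 10 s baseline. Fluorescence was read kinetically at 1 cycle/s for 180 s, with calcium rises flagged as agonism.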
D1 PAM: enhances dopamine response at the human D1 receptor; P21728; HEK293 TREx D1 cells, calcium flux, dopamine EC20 potentiation; potentiation, % at 10 µM; hit rate 0.036% among 360,000; in the data active = potentiation above about 30%; also: 0% is about no effect
LDHA block: inhibitors of human lactate dehydrogenase A; activity change, % (values are at about 110 or 230 µM); purified LDHA, NADH/diaphorase-resazurin fluorescence; stronger effect = lower value; hit rate 0.15% among 480,000; in the data active = activity change below about -30%; inconclusive = mostly about -25% to -30%;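 also: plate controls were DMSO wells for no effect and wells without enzyme for full effect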
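Remaining NADH was detected by diaphorase (0.133 mg/mL) converting 37 µM resazurin to fluorescent resorufin, read at 0 and 20 minutes. The preceding 5-minute room-temperature reaction used 2 nM LDHA, 0.2 mM sodium pyruvate and 0.06 mM NADH at pH 7.4.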
Numbers without * were called inactive; ? = inconclusive; . = no result given; & = joins results of further samples. Unless noted, calls follow the shape of the dose curve; as a rule, active = well fitted curve in the direction sought with a large enough effect; inconclusive = small, poorly fitted or top-dose-only effect, or another doubt; inactive = no such curve, though single readings can be large; an effect the other way counts as inactive or inconclusive.

SMILES	Vif-A3G inh	Vif-A3F inh	GRP78 ERSR act	RXFP1 agonist	D1 antagonist	D2 PAM	D1 ag	D1 PAM	LDHA block
CCOc1ncccc1C(=O)OCC(=O)N1CCC(C)CC1	-5%	2%	1%	.	.	.	.	.	-7
Nc1ncnn1Cc1ccccc1	0%	1%	-6%	.	.	.	.	.	-5
O=C(Nc1ccccc1C(=O)O)c1ccc(CN2C(=O)c3ccccc3C2=O)cc1	-1%	0%	-2%	-0.4%	1	7	1	-2	-16
COC(=O)C(NC(=O)c1ccco1)(Nc1cc(C)ccn1)C(F)(F)F (centres undefined)	0%	4%	-1%	-1.2%	-14	8	0	-4	-2
Cc1cc(C)c(S(=O)(=O)NCC(c2ccco2)N2CCc3ccccc3C2)c(C)c1 (centres undefined)	3%	-5%	-2%	-0.2%	0	-7	0	-6	-1
CCCCNc1ccc(-c2nc(-c3ccncc3)no2)cc1[N+](=O)[O-]	2%	0%	0%	-1.4%	11	2	4	-2	-3
Cc1ccc(N/N=C(\C#N)C(=O)c2ccsc2)cc1	-13%	-8%	0%	2.3%	-47*	-2	9	-5	-6
CC(C)C[C@H](NC(=O)N1CCn2c1nc1ccccc12)C(=O)N[C@@H](C(=O)O)c1ccccc1	6%	8%	-1%	-1.0%	-5	-15	0	-4	-4
COc1cccc(C2=NN(S(C)(=O)=O)C(c3cccs3)C2)c1 (centres undefined)	0%	-8%	1%	-1.7%	10	3	1	3	-8
Cc1cc(Cn2nnc(-c3ccc(Br)cc3)n2)cc(C)c1O	-18%	0%	1%	2.1%	-12	-7	2	-1	-2
CN=c1c([N+](=O)[O-])nn(-c2ccc3c(c2)OCCO3)n1O	-9%	-13%	-3%	-0.4%	3	3	3	0	-1
O=C(N/N=C/c1ccc(Br)s1)c1ccncc1	8%	4%	7%	-0.2%	1	15	0	-1	-19
O=C(C(=S)N1CCOCC1)c1c[nH]c2ccccc12	1%	9%	-2%	-1.2%	-5	8	1	0	-3
CCOC(=O)c1ccc(NC(=O)N2CCN(c3cccc(OC)c3)CC2)cc1	0%	0%	1%	3.9%	-18	0	9	-3	1
CN(C(=O)COC(=O)/C=C/c1cn(-c2ccccc2)nc1-c1ccc2c(c1)OCCO2)C1CCS(=O)(=O)C1 (centres undefined)	-2%	-3%	-3%	4.0%	-10	2	3	-4	-3
COc1ccccc1N1CCN(C(=O)C(=O)N/N=C/c2cccc(O)c2)CC1	1%	-7%	-1%	1.8%	-4	0	7	-1	-16
O=C(COC(=O)c1ccco1)NCCNC(=O)COC(=O)c1ccco1	1%	-12%	-3%	-1.4%	-15	-8	4	2	0
COc1cc(C(=O)NC2CC(C)(C)Cc3c2cnn3-c2ccccc2)cc(OC)c1OC (centres undefined)	1%	-20%	-5%	2.6%	-18	-9	1	-7	-1
O=C(CNC(=O)c1ccccc1O)N/N=C/c1cc(Br)ccc1OC(=O)/C=C/c1ccco1	-25%	-19%	1%	1.3%	-33*	.	7	-8	-12
CN(NC(=O)C(C)(C)C)c1nc(-c2ccccc2)nnc1C(F)(F)F	1%	1%	-5%	0.6%	3	-7	2	-4	-2
CCOC(=O)c1ccc(NC(=O)CN2CCc3ccccc3C2)cc1	0%	1%	-1%	-0.2%	-4	-17	15	5	1
COc1ccccc1/C=N/NC(=O)c1ccccc1Cl	-1%	1%	-4%	1.7%	2	-5	2	-1	-6
COc1cccc2cc(C(C)N(CCCN3CCOCC3)C(=S)Nc3ccccc3C)oc12 (centres undefined)	-2%	6%	-6%	-0.7%	0	0	1	0	-6
O=C(OC1CCN(c2ncc(C(F)(F)F)cc2Cl)CC1)c1ccc(Cl)cc1	-1%	-6%	-4%	2.2%	0	.	3	-3	-1
Cc1cccc(NC(=O)NNC(=O)c2ccc3ccccc3c2)c1	-15%	-6%	-2%	1.0%	3	-9	4	-1	-6
COc1ccccc1CN(Cc1nc2ccccc2c(=O)[nH]1)C(=O)Nc1ccccc1C	0%	11%	0%	-0.8%	0	9	1	2	-8
CCC(C)[C@@H](C(=O)Nc1ccc2c(c1)OCO2)N1Cc2ccccc2C1=O (some centres undefined)	-7%	2%	-1%	-3.5%	-5	2	0	-3	6
O=C(Nc1ccccc1CC[N+](=O)[O-])N1CCN(c2ccccc2)CC1	-3%	15%	-2%	-0.5%	-20	-5	3	4	-6
CCOC(=O)N1CCN(C(=O)COC(=O)c2ccc(S(=O)(=O)N(CC)CC)cc2)CC1	-3%	5%	-6%	-0.6%	0	1	11	-7	-3
CC1(C)C(c2cccs2)=[N+]([O-])C2(CCCCC/C2=N\NC(N)=O)N1O (centres undefined)	4%	2%	-2%	-1.5%	3	-4	2	-3	-7
COc1ccc(CCN(C)C(=O)C2CCCN(Cc3ccc(OC)c(OC)c3)C2)cc1OC (centres undefined)	0%	6%	-5%	-0.5%&0.7%	-26&-5	8&0	2&0	2&-2	-10
CC(C)CNC(=S)N1CCC(C(=O)c2ccc(F)cc2)CC1	11%	-2%	-2%	0.4%	-8	-5	10	-5	-2
COC(=O)CN(C#N)c1nc(N(C)C)nc(N(C)C)n1	1%	-15%	-4%	-1.4%	6	.	-1	-2	-2
O=C(c1cc2ccccc2oc1=O)N(Cc1ccco1)Cc1cccs1	-1%	-8%	0%	0.0%	0	-1	-2	0	-11
CCCCNC(=O)CCC(=O)Nc1ccc2nc(N3CCOCC3)cc(C)c2c1	-1%	2%	4%	-1.3%	5	7	1	-4	6
CCOc1cc(N2CCOCC2)c(OCC)cc1NC(=O)c1ccc(OC)cc1	-2%	4%	-2%	3.5%	-12	3	3	0	4
CCOc1ccc(S(=O)(=O)N2CCC(C(=O)NCc3cccnc3)CC2)cc1Cl	0%	-12%	-3%	0.0%	-11	5	-1	-8	-4
COc1ccc(-c2cc(-c3ccccc3)no2)cc1	-4%	-5%	-4%	0.6%	-17	-2	2	4	-4
Cc1cc(C(=O)O[C@H]2[C@H](C)NS(=O)(=O)[C@H]3C[C@@H]4C=C[C@]23O4)cc([N+](=O)[O-])c1	5%&0%	-4%	2%&-3%	-0.5%	6	1	-1	1	1
CCCSc1ncc(Cl)c(C(=O)Nc2sc3c(c2C(=O)OC)CCCC3)n1	3%	.	-1%	-0.6%	1	7	2	-1	-8&-1

Reformatted: results already given
Values run as follows: Vif-A3G inh	Vif-A3F inh	GRP78 ERSR act	RXFP1 agonist	D1 antagonist	D2 PAM	D1 ag	D1 PAM	LDHA block
COc1ccccc1/C=N/NC(=O)c1ccccc1Cl
→ -1%	1%	-4%	1.7%	2	-5	2	-1	-6
COc1cccc2cc(C(C)N(CCCN3CCOCC3)C(=S)Nc3ccccc3C)oc12 (centres undefined)
→ -2%	6%	-6%	-0.7%	0	0	1	0	-6
O=C(OC1CCN(c2ncc(C(F)(F)F)cc2Cl)CC1)c1ccc(Cl)cc1
→ -1%	-6%	-4%	2.2%	0	.	3	-3	-1
Cc1cccc(NC(=O)NNC(=O)c2ccc3ccccc3c2)c1
→ -15%	-6%	-2%	1.0%	3	-9	4	-1	-6
COc1ccccc1CN(Cc1nc2ccccc2c(=O)[nH]1)C(=O)Nc1ccccc1C
→ 0%	11%	0%	-0.8%	0	9	1	2	-8
CCC(C)[C@@H](C(=O)Nc1ccc2c(c1)OCO2)N1Cc2ccccc2C1=O (some centres undefined)
→ -7%	2%	-1%	-3.5%	-5	2	0	-3	6
O=C(Nc1ccccc1CC[N+](=O)[O-])N1CCN(c2ccccc2)CC1
→ -3%	15%	-2%	-0.5%	-20	-5	3	4	-6

(next part)
SMILES	Vif-A3G inh	Vif-A3F inh	GRP78 ERSR act	RXFP1 agonist	D1 antagonist	D2 PAM	D1 ag	D1 PAM	LDHA block
Cc1ccc(N2C(=O)c3ccc(C(=O)Nc4cccnc4)cc3C2=O)c(C)c1	0%	-5%	-6%	-0.5%	0	-4	0	-3	-2
COc1cccc(CN(C)CC(O)COC(c2ccccc2)c2ccccc2C)c1 (centres undefined)	-3%	7%	-5%	-1.8%	10	-9	5	-7	2
COc1cc(/C=N/N=C2/NC(=O)C(Cc3ccc(F)cc3)S2)ccc1O (centres undefined)	?	-1%	-3%	2.6%	13	3	0	-4	-1
Oc1ccc(-c2nccc(-c3cccs3)n2)cc1	-12%	2%	0%	0.8%	.	.	.	.	-8
CC(C)c1cccc(C(C)C)c1OC(=O)[C@H]1OC(c2ccc(Br)cc2)=C[C@@H]1c1ccc(Br)cc1	-13%	?	-5%	1.5%	.	8	1	-3	1
C=CCOc1ccc(/C=C/C(=O)OCC(=O)N(C)CC(=O)Nc2ccc(F)cc2)cc1	0%	-13%	-2%	-0.5%	2	15	2	7	-3
CCOC(=O)c1ccc(NC(=O)N2C3CCCC2CC(NC(C)=O)C3)cc1 (centres undefined)	-2%	-12%	-4%	3.0%	16	2	3	-2	1
Cc1ccc(NC(CNS(=O)(=O)c2ccc(Cl)cc2)c2ccccc2)cc1 (centres undefined)	-17%	7%	-2%	1.8%&-0.4%	-23&-16	-3&6	4&2	3&-4	2&-1
CNC(=O)C1=C(C)NC(=S)NC1c1cc2c(cc1OC)CCCC2 (centres undefined)	-7%	-9%	-2%	0.5%	4	5	-2	5	-5

Only part of the results is shown (hit frequency here may not be typical).
